High-throughput results (PubChem)
PLK1 PBD block – qHTS for Inhibitors of PLK1-PDB (polo-like kinase 1 - polo-box domain): Primary Screen; Potency, µM, without a hit: max response, negative = inhibition, usual class: inhibitors; Serine/threonine-protein kinase PLK1 (Homo sapiens), P53350; AID 720504, 2013; hit rate 2.8% among 360,000; Plk1 PBD binding of FITC phosphopeptide, fluorescence polarization; further: potency means the concentration at half of the fitted maximal effect; series mostly up to about 57 µM; on the % scale 0 is the no-effect control and ±100 the full control effect; nearly all actives have a fitted effect of over 65% in size
CCT chaperon mod – High-Throughput Screening for Modulators of Cytosolic Chaperonin Activity; purified chaperonin ATPase assay, HTRF ADP detection, 30 min; activity change, % (concentration not given with the values), hits read low; AID 651819, 2012; hit rate 0.3% among 360,000; in the data active means activity change below about -30%; further: on the % scale 0 is the no-effect control and ±100 the full control effect
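First, chaperonin was dispensed at 40 nM or 20 nM final depending on batch activity. Next, compounds were pinned at 76 uM and ATP added at 10 uM. After 30 min at 37 °C, ADP detection reagents ran 30 min at ambient temperature.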
EPAC2 ag – qHTS for Agonist of cAMP-regulated guanine nucleotide exchange factor 4 (EPAC2): primary screen | EPAC2 activation, biochemical qHTS; response scale: 100% = 6.5 mM cAMP response | Potency, µM (highest dose often 154 µM), inactives show at the highest dose activation, actives largely listed as activators | hit rate 0.079% among 360,000; further: potency means the concentration at half of the fitted maximal effect; nearly all actives have a fitted effect of over 50% in size
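Exchange assay: 100 nM EPAC2 with 250 nM Rap1B-BODIPY-GDP and 50 uM GDP. Fluorescence (ex 480/em 540 nm) read every 5 min for 30 min at room temperature. Data normalized to 6.5 mM cAMP as agonist control.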
WRN inhibitor – qHTS for Inhibitors of WRN Helicase; Bifunctional 3'-5' exonuclease/ATP-dependent helicase WRN (Homo sapiens), Q14191; WRN helicase unwinding, fluorescent forked duplex, kinetic; Potency, µM (titrated, usually from 114 µM), without a hit: at the highest dose activity change, negative = inhibition, hits mostly inhibitors; hit rate 0.46% among 360,000; AID 651768, 2012; further: potency means the concentration at half of the fitted maximal effect; on the % scale 0 is the no-effect control and ±100 the full control effect; nearly all actives have a fitted effect of over 55% in size
Target sequence (Q14191 whole entry, looked up): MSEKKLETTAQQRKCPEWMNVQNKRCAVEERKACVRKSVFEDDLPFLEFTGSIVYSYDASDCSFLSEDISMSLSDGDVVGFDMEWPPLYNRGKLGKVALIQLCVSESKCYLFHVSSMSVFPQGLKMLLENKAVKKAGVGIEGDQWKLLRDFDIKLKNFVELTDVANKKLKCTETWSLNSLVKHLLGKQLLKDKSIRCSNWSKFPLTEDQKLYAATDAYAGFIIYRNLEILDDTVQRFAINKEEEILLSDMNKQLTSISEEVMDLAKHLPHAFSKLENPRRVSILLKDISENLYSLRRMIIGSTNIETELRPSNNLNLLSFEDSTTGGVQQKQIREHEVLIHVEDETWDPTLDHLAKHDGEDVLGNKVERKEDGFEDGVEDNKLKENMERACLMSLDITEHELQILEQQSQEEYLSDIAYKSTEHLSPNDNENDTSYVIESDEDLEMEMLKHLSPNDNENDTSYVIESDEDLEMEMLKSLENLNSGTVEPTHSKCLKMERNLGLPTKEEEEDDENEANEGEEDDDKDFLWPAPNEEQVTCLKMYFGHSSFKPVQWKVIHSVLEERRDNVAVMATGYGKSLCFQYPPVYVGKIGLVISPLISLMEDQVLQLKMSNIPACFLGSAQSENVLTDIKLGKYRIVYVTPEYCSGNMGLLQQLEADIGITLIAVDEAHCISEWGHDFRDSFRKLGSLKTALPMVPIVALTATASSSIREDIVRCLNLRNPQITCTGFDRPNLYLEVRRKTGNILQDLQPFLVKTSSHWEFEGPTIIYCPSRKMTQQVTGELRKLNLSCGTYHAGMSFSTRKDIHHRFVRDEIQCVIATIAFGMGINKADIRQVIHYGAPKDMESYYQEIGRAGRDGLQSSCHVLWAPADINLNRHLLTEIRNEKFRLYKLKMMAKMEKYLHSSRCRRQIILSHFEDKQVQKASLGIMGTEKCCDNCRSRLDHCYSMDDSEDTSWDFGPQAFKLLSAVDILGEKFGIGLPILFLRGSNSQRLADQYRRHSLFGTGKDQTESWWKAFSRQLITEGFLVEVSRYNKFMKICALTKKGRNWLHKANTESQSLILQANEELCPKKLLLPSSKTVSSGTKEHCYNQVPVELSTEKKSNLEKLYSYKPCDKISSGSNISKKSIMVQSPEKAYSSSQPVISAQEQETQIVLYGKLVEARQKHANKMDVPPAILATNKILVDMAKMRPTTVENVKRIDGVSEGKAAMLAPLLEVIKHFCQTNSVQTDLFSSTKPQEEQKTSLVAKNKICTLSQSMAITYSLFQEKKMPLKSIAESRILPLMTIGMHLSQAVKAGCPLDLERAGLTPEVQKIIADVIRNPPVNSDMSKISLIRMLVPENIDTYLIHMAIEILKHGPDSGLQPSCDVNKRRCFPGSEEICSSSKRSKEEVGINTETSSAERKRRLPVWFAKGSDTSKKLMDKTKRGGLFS
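Kinetic fluorescence helicase assay: unwinding of a quenched forked DNA duplex (100 nM final) with 2 mM ATP final raises red fluorescence (525/598 nm). Compounds sat 15 min at room temperature with 20 nM WRN beforehand.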
PI5P4Ka inh – qHTS for Inhibitors of phosphatidylinositol 5-phosphate 4-kinase (PI5P4K). max response, %. PI5P4Kalpha enzyme, ADP-Glo luminescence, 60 min; hits give low values. hit rate 1.2% among 330,000; active means max response of -50% or lower; inconclusive means between -30% and -50%; inactive means -30% or higher; further: value at the top dose of about 77 µM; on the % scale 0 is the no-effect control and ±100 the full control effect
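ADP-Glo luminescence end-point read after a 60 min room-temperature kinase reaction of PI5P4Kalpha plus substrate, initiated with ATP at 5 microM final. Buffer: 0.038 M HEPES pH 7.4, EGTA, 0.1% CHAPS, 5% DMSO.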
EPAC1 antag – qHTS for Antagonist of cAMP-regulated guanine nucleotide exchange factor 3 (EPAC1): primary screen; Rap guanine nucleotide exchange factor 3 (Homo sapiens), O95398; EPAC1 GEF assay, Rap1b-BODIPY-GDP exchange fluorescence; Potency, µM (titrated, usually from 115 µM), for the others: at the highest dose activity change, negative = inhibition, usual class: inhibitors; hit rate 0.14% among 360,000;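 further: potency means the concentration at half of the fitted maximal effect; plate controls were vehicle for no effect and positive control for full effect; nearly all actives have a fitted effect of over 50% in size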
EPAC1 ag – qHTS for Agonist of cAMP-regulated guanine nucleotide exchange factor 3 (EPAC1): primary screen; hit rate 0.073% among 360,000; EPAC1 agonist qHTS, biochemical assay; response scale: 100% = response to 6.5 mM cAMP; Potency, µM (doses to about 154 µM), for inactives: at the highest dose activation, actives largely listed as activators; Rap guanine nucleotide exchange factor 3 (Homo sapiens), O95398; further: potency means the concentration at half of the fitted maximal effect; nearly all actives have a fitted effect of over 60% in size
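Fluorescent GDP-exchange assay: 100 nM EPAC1 with 250 nM Rap1B preloaded with BODIPY-GDP and 50 uM GDP; compounds tested as concentration series, 5 min at room temperature, then read every 5 min for 30 min (ex 480/em 540 nm); normalized to 6.5 mM cAMP.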
IL-2 act – qHTS of IL-2 Activators; IL-2 activation reporter assay, cell-based qHTS; stimulated with anti-CD3/CD4/CD28 beads; in transgenic mouse T cells; activation, % (series mostly up to about 46 µM); hit rate 0.065% among 360,000; in the data active means activation above about 50%; inconclusive means mostly about 30% to 49%; further: 0% is about no effect
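Quantitative HTS in unstimulated transgenic mouse T cells, with memory T cells as non-tolerant control and PMA/ionomycin as tolerance-bypass control. Compound pretreatment lasted 60 minutes before 18 h bead stimulation; EGFP/DsRed fluorescence read.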
* hit, by the source's call; ? = inconclusive; . = not tested or not shown; [ ] = remark or other dose. Unless noted, the call rests on the fitted dose curve; in most records, active means well fitted curve in the direction sought with a large enough effect; inconclusive means small, poorly fitted or top-dose-only effect, or another doubt; inactive means no such curve, though single readings can be large; an effect the other way counts as inactive or inconclusive. This is a subset. The share of hits here may be higher or lower than overall.

(1) CC1(C)CC(=O)C2=C(C1)N(CC1CCCO1)C(=O)C2(O)C(F)(F)F (stereo unspecified)
(2) CC(C)Oc1ccc(S(=O)(=O)N2CCCCC2)cc1NC(=O)C1CCC1
(3) O=C(c1ccccc1)N1CCCN(c2nccc(C(F)(F)F)n2)CC1
(4) CCOC(=O)C1=CC[C@@H](c2ccccc2)N(S(=O)(=O)c2ccc(C)cc2)[C@H]1c1ccc(C#N)cc1
(5) Cc1c(/C=N/NC(=O)c2cc(Br)ccc2O)c(=O)n(C)c(=O)n1C
assay / entry	1	2	3	4	5
PI5P4Ka inh	.	-1	2	2	-8
CCT chaperon mod	-1.1	-3.0	0.6	0.5	-2.4
EPAC1 ag	2%	10%	3%	12%	1%
WRN inhibitor	3%	-1%	1%	-7%	-5%
EPAC2 ag	-5%	4%	-16%	4%	10%
IL-2 act	-1.9	-0.9	-0.2	0.2	1.6
PLK1 PBD block	-1%	-7%	-8%	-8%	-4%
EPAC1 antag	-6%	-24%	3%	6%	-6%

(6) C=CC[N+]1(CC#CCOC(c2ccccc2)c2ccccc2)CCOCC1
(7) Cc1ccsc1/C=C/c1ccc2ccccc2n1
(8) COc1ccc(NC(=O)C2C3C=CC(C3)C2C(=O)NCc2ccccn2)c(OC)c1 (stereo unspecified)
(9) Cc1cc([N+](=O)[O-])nn1CCCC(=O)N1CCN(c2ccc(F)cc2)CC1
(10) CCN1C(=O)CC(N2CCN(CC(=O)NC(C)C)CC2)C1=O (stereo unspecified)
assay / entry	6	7	8	9	10
PI5P4Ka inh	.	16	-16	2	.
CCT chaperon mod	0.6	4.8	-2.3	1.0	0.5
EPAC1 ag	-7%	-2%	-3%	-2%	-15%
WRN inhibitor	-1%	-13%	13%	-7%	-10%
EPAC2 ag	9%	?	-1%	1%	16%
IL-2 act	-0.7	-0.3	0.5	-1.5	-2.0
PLK1 PBD block	-8%	25%	27µM*	-8%	-10%
EPAC1 antag	6%	-7%	12%	-14%	17%

By substructure: the compounds so far containing a CF3 group.
(1) CC1(C)CC(=O)C2=C(C1)N(CC1CCCO1)C(=O)C2(O)C(F)(F)F (stereo unspecified)
(3) O=C(c1ccccc1)N1CCCN(c2nccc(C(F)(F)F)n2)CC1
assay / entry	1	3
PI5P4Ka inh	.	2
CCT chaperon mod	-1.1	0.6
EPAC1 ag	2%	3%
WRN inhibitor	3%	1%
EPAC2 ag	-5%	-16%
IL-2 act	-1.9	-0.2
PLK1 PBD block	-1%	-8%
EPAC1 antag	-6%	3%

Next part:
(11) COc1ccc(OCc2nnc(SCC(N)=O)n2-c2ccccc2OC)cc1
(12) CC1CCCN(C(C(=O)NC2CCCCC2)c2cc3c(cc2[N+](=O)[O-])OCO3)C1 (stereo unspecified)
(13) Cc1ccc(/C=C/c2nc3ccccc3[nH]2)o1
(14) C/C=C/C=C\C(=O)Nc1cccc(C2=NOC3(C2)C[C@H](C(N)=O)N(C(=O)/C=C/C)C3)c1 (stereo partly specified)
(15) CC(=O)c1cc(-c2ccccc2)n(CCC(=O)NC2CCCCCC2)c1C
assay / entry	11	12	13	14	15
PI5P4Ka inh	.	0	-66*	?	5
CCT chaperon mod	0.5	0.6	1.0	-0.1	0.1
EPAC1 ag	-5%	5%	0%	-9%	4%
WRN inhibitor	6%	-15%	-18%	?	-25%
EPAC2 ag	9%	6%	6%	4%	6%
IL-2 act	5.2	0.6	0.3	1.4	0.7
PLK1 PBD block	-2%	-14%	27µM*	-27%	-14%
EPAC1 antag	3%	-1%	-18%	-28%	-2%

(16) COc1ccc2cnnc(SCC(=O)Nc3ccc(C(=O)O)cc3)c2c1OC
(17) COc1ccc(Cl)cc1Nc1nc(C)cc(=O)[nH]1
(18) CSc1ccc(/C=N\NC(=O)COc2ccc(Cl)cc2Br)cc1
(19) CCCCC(=O)OCC(=O)Nc1ccc(C)c(F)c1
(20) Cc1ccc(S(=O)(=O)NNC(=O)c2c(O)c3ccccc3[nH]c2=O)cc1
assay / entry	16	17	18	19	20
PI5P4Ka inh	-66*	-2	.	0	4
CCT chaperon mod	1.6	-1.7	1.1	-0.5	-3.7
EPAC1 ag	6%	0%	6%	-3%	14%
WRN inhibitor	-26%	-15%	-5%	0%	-7%
EPAC2 ag	-2%	4%	9%	14%	1%
IL-2 act	4.5	6.1	-0.4	0.4	-1.5
PLK1 PBD block	-8%	-2%	-4%	-12%	-11%
EPAC1 antag	-6%	-21%	-3%	0%	-13%

(21) CC(=O)NC(CC(=O)Nc1ccc(S(=O)(=O)N2CCOCC2)cc1)c1ccccc1 (stereo unspecified)
(22) COc1ccccc1N1CCN(C(=O)CN(Cc2ccccc2)S(C)(=O)=O)CC1
(23) COc1ccc2oc(C(=O)NCCN3CCOCC3)c(C)c2c1OC
(24) COCCn1c(=O)c2c(nc3n2CCCN3CCc2ccc(OC)c(OC)c2)n(C)c1=O
(25) COc1cc([N+](=O)[O-])ccc1NC(=O)C1C2C=CC(C2)C1C(=O)O (stereo unspecified)
assay / entry	21	22	23	24	25
PI5P4Ka inh	1	.	-3	1	1
CCT chaperon mod	-1.0	-2.3	0.1	1.4	-0.2
EPAC1 ag	-4%	7%	8%	12%	13%
WRN inhibitor	-24%	-6%	?	7%	2%
EPAC2 ag	-3%	3%	3%	6%	1%
IL-2 act	1.3	-2.7	-4.7	-0.4	-0.6
PLK1 PBD block	-5%	-19%	-8%	-15%	-3%
EPAC1 antag	-7%	4%	16%	-6%	-2%

(26) CNC(=O)c1cc2c(s1)-c1ccccc1CC2
(27) CCc1nc(NC2CCCCC2)c(C#N)c2c1COC(C)(C)C2
(28) CC(NC(=O)c1cc(-c2ccncc2)nc2ccc(Cl)cc12)C1CCCO1 (stereo unspecified)
(29) Cc1cccc(C)c1NC(=O)C1=C(O)c2sccc2N(C)S1(=O)=O
(30) O=C(CSCc1ccc(F)cc1)NCc1ccc(F)cc1
assay / entry	26	27	28	29	30
PI5P4Ka inh	2	-9	-7	-5	-4
CCT chaperon mod	-0.7	0.2	-3.9	-1.2	-3.4
EPAC1 ag	5%	4%	2%	-1%	4%
WRN inhibitor	1%	-14%	-23%	4%	-5%
EPAC2 ag	5%	-27%	-4%	-2%	11%
IL-2 act	-0.2	-3.6	-4.0	-4.6	-0.4
PLK1 PBD block	-4%	-3%	-1%	-4%	-13%
EPAC1 antag	-24%	14%	-1%	-2%	-2%

(31) COc1ccc(-c2cc(=O)oc3cc(OC(C)C(=O)NC4CC4)ccc23)cc1 (stereo unspecified)
(32) C=CCNC(=S)Nc1cccc(NC(=S)NCC=C)c1
(33) C1CCC2=NCCCN2CC1
(34) O=C(Nc1nc(-c2cccs2)cs1)c1cccc(S(=O)(=O)N2CCCCC2)c1
(35) COc1ccc(NC(=O)c2sc3ncn(CC(=O)N4CCN(c5ccccn5)CC4)c(=O)c3c2C)c(OC)c1
assay / entry	31	32	33	34	35
PI5P4Ka inh	0	7	.	1	-1
CCT chaperon mod	2.1	0.9	2.6	-2.5	0.4
EPAC1 ag	3%	-5%	0%	16%	-2%
WRN inhibitor	-4%	-1%	1%	-13%	5%[57.1 µM]
EPAC2 ag	2%	-1%	1%	-3%	-3%
IL-2 act	-0.2	-1.3	-1.5	1.5	-2.4
PLK1 PBD block	-1%	-2%	0%	-10%	5%
EPAC1 antag	-4%	-5%	13%	-8%	18%

(36) Nc1cc(Nc2ccccc2)ccn1
(37) CCCCCCCNC(=O)C1(CC2CC(c3ccc(Cl)cc3)=NO2)CCN(C(=O)Cc2ccc(F)cc2)CC1 (stereo unspecified)
(38) O=C1C(Cc2ccccc2)NC(=S)N1Cc1ccccc1 (stereo unspecified)
(39) Cc1c(N)cccc1-c1nc2ccccc2[nH]1
(40) NS(=O)(=O)c1ccc(-c2ccc(/C=N/Nc3ccc(C(=O)O)cc3)o2)cc1
assay / entry	36	37	38	39	40
PI5P4Ka inh	3	15	2	-14	?
CCT chaperon mod	-3.8	-0.1	-0.7	-2.4	-0.3
EPAC1 ag	-11%	-3%	1%	0%	11%
WRN inhibitor	-1%	-6%	5%	3%	-11%
EPAC2 ag	3%	-8%	14%	4%	6%
IL-2 act	0.6	-0.5	-0.5	-0.5	1.9
PLK1 PBD block	-2%	-2%	-13%	-2%	-12%
EPAC1 antag	-36%	-8%	-7%	0%	-11%

Filtered by structure: the entries above containing bromine.
(5) Cc1c(/C=N/NC(=O)c2cc(Br)ccc2O)c(=O)n(C)c(=O)n1C
(18) CSc1ccc(/C=N\NC(=O)COc2ccc(Cl)cc2Br)cc1
assay / entry	5	18
PI5P4Ka inh	-8	.
CCT chaperon mod	-2.4	1.1
EPAC1 ag	1%	6%
WRN inhibitor	-5%	-5%
EPAC2 ag	10%	9%
IL-2 act	1.6	-0.4
PLK1 PBD block	-4%	-4%
EPAC1 antag	-6%	-3%

The results go on.
(41) COc1cc2c(cc1OC)C(C1(O)CCCCC1)NCC2 (stereo unspecified)
(42) Cc1ccc(OCCNC(=O)c2ccc3ccccc3n2)cc1
(43) O=C(CN1CCOc2ccccc21)NC1CCCCCCC1
(44) CSc1nsc(SCc2cnc(C)nc2N)n1
(45) Cc1ccnc(NC(=O)COc2ccc3oc4c(c3c2)CCCC4)c1
(46) CCN(CC(=O)Nc1c(F)cccc1F)C(=O)CCCc1cccs1
(47) CC(=O)N1c2ccc(S(=O)(=O)NCC3CCC(C(=O)NCc4ccc(C)o4)CC3)cc2CC1C (stereo unspecified)
assay / entry	41	42	43	44	45	46	47
PI5P4Ka inh	3	12	0	.	-1	5	3
CCT chaperon mod	0.6	-2.6	1.0	2.1	-1.9	-3.0	-1.2
EPAC1 ag	15%	-3%	1%	1%	21%	0%	14%
WRN inhibitor	-2%	-4%	4%	-1%	-5%	-3%	-1%
EPAC2 ag	4%	15%	4%	-10%	-1%[15.6 µM]	6%	-1%
IL-2 act	2.5	-0.6	4.3	-0.1	0.4	-0.3	-3.6
PLK1 PBD block	-3%	-28%	-16%	-2%	-13%	-15%	-7%
EPAC1 antag	1%	-21%	-17%	7%	-8%	1%	-26%
